Screening data as filed in PubChem.
PLCg1 inh: PLC-gamma1 enzyme inhibitors, primary screen, biochemical, fluorescence, purified enzyme | 1-phosphatidylinositol 4,5-bisphosphate phosphodiesterase gamma-1 (Homo sapiens), P19174 | fluorogenic substrate | inhibition, % at 12.2 µM | actives 0.84% (n = 370,000); in the data active = inhibition above about 9.5%
PLCb3 inh: human PLC-beta3 inhibitors, primary screen, biochemical, fluorescence; Purified PLC-beta3, fluorogenic substrate; inhibition, % at 12.2 µM; actives 0.18% (n = 370,000); in the data active = inhibition above about 11%;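 also: 0% = median of compound wells on plate and 100% = full blocker control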
SIAE inh: human SIAE inhibitors, primary screen, biochemical, fluorescence polarization, FP-Rh probe, 1536-well HTS. SIAE FP-Rh probe binding. Sialate O-acetylesterase (Homo sapiens), Q9HAT2. actives 0.69% (n = 370,000). AID 1053197, 2014. inhibition, % at 9.66 µM;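 active = inhibition above a cutoff: mean of compounds within the control limits plus 3 SD of those, cut at about 17% in these data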;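 also: 0% = plate median of compound wells and 100% = probe without SIAE protein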
Target sequence (Q9HAT2 whole entry, looked up): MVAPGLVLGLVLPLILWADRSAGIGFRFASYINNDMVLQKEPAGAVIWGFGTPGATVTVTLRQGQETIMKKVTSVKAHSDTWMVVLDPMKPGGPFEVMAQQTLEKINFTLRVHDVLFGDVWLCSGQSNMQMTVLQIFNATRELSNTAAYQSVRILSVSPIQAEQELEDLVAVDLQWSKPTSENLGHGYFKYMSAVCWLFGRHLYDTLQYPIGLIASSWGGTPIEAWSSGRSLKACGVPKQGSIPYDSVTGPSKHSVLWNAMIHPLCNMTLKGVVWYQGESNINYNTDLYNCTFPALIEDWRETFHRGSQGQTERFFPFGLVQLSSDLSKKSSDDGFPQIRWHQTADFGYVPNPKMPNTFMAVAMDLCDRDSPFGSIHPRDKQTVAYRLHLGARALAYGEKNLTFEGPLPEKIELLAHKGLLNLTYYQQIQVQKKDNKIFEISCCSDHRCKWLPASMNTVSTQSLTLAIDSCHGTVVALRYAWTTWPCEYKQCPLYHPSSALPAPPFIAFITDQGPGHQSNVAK
ADAM17 inh: ADAM17 inhibitors, primary screen, biochemical, QFRET | Disintegrin and metalloproteinase domain-containing protein 17 (Homo sapiens), P78536 | recombinant ADAM17, EDANS/DABCYL FRET peptide cleavage | inhibition, % at 6.95 µM | actives 0.83% (n = 370,000) | AID 720648, 2013;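 active = inhibition above the mean of compounds lying between control limits plus 3 SD, set per campaign, cut at about 8.5% in these data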;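 also: 0% = DMSO-only wells as the low control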
ASAP1 GAP inh: inhibitors of human ASAP1 ArfGAP activity, primary screen, biochemical, fluorescence polarization. Arf-GAP with SH3 domain, ANK repeat and PH domain-containing protein 1 (Homo sapiens), …. inhibition, % at 16.5 µM. AID 624377, 2012. actives 0.19% (n = 360,000). ASAP1-stimulated ARF1 GTP hydrolysis, GDP FP detection; in the data active = inhibition above about 25%;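 also: 0% = vehicle with enzyme and substrate and 100% = no enzyme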
TDP2 absorb: human TDP2 enzyme inhibitors, primary screen, biochemical, epi absorbance, recombinant enzyme; Tyrosyl-DNA phosphodiesterase 2 (Homo sapiens), O95551; T5PNP hydrolysis, p-nitrophenol absorbance 415 nm; inhibition, % at 12.8 µM; actives 0.34% (n = 370,000);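 active = inhibition above the mean of all tested compounds plus 3 SD, set per campaign, cut at about 25% in these data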;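 also: 0% = DMSO with enzyme and 100% = buffer with substrate but no TDP2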
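Test system: human TDP2 enzyme; Input: 120 nM TDP2 per well; Buffer or medium: Mg2+-containing Tris-HCl buffer, pH 7.5; Reagent: 5 mM T5PNP; Dosing: 12.8 µM single point, 1% DMSO; Incubation: reaction 2 h, 37 °C; Detection: p-Nitrophenol epi absorbance; Read-out: % inhibition relative to enzyme-containing and enzyme-free wells; Replicates: single well per compound.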
ADAM10 inh: human ADAM10 inhibitors, primary screen, biochemical, QFRET, HTS | Disintegrin and metalloproteinase domain-containing protein 10 (Homo sapiens), O14672 | recombinant ADAM10, EDANS/DABCYL FRET peptide cleavage, 3 h | inhibition, % at 7 µM | actives 0.62% (n = 370,000) | AID 720582, 2013;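 active = inhibition above a per-campaign cutoff equal to the mean of compounds falling between control-based bounds plus 3 SD, cut at about 20% in these data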;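 also: 0% = DMSO wells while the 100% control is not disclosed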
Tn7 DDE FP: inhibitors of Tn7 peptide binding to fibrin DD(E), primary screen, biochemical, fluorescence polarization, human fibrin, Tn7 probe; FP displacement of FITC-Tn7 peptide from fibrin DD(E); 0% = median of compound wells per plate; inhibition, % at 8.3 µM; actives 0.13% (n = 370,000);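 active = inhibition above the mean of compounds falling within the control limits plus 3 SD of them, cut at about 14% in these data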;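 also: 0% = plate median of compound wells and 100% = 10 µM Aha-Tn7 peptide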
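Measure: % inhibition scaled between sample-field median and high-control FP; Test system: human fibrin DD(E); Quantity: 2 µM final DD(E) protein; Doses: one dose, 8.3 µM nominal; Schedule: compound with protein 10 min, then 3 h after probe, room temperature; Detection: fluorescence polarization; Medium: Tris buffer with calcium and detergent, pH 7.8.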
ARFGAP1 inhibitor: inhibitors of rat ARFGAP1 GAP activity, primary screen, biochemical, fluorescence polarization, GDP tracer | ADP-ribosylation factor GTPase-activating protein 1 (Rattus norvegicus), Q62848 | Arfgap1-stimulated ARF1 GTP hydrolysis, GDP FP detection | inhibition, % at 16.5 µM | actives 0.26% (n = 360,000) | AID 651572, 2012;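 active = inhibition above a per-plate limit, mean inhibition of low control wells plus 3 SD, cut at about 25% in these data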;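 also: 0% = DMSO wells with enzyme and 100% = wells lacking Arfgap1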
Target sequence (Q62848 1-136 limits assumed): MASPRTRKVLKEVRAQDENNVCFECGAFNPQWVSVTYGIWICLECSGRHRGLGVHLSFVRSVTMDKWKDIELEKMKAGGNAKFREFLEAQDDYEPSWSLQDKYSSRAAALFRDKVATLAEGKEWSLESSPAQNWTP
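Material: rat Arfgap1 GAP domain (His6, aa 1-136), purified enzyme. Also added: human ARF1(Δ1-17)-GTP substrate. Compound dosing: 16.5 µM single point, 1.26% DMSO. Timing: enzyme reaction 120 min at 25 °C after 20 min preincubation. Signal: GDP detection by fluorescence polarization. Read-out basis: percent inhibition of GAP-stimulated GDP formation, scaled between DMSO and no-Arfgap1 medians.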
DDE Tn6 FP inh: inhibitors of Tn6 peptide binding to fibrin DD(E), primary screen, biochemical, fluorescence polarization, human fibrin, Tn6 probe; Fibrinogen beta chain (Homo sapiens), P02675; Fibrin DD(E) TRITC-Tn6 fluorescence polarization displacement; inhibition, % at 8.3 µM; actives 0.21% (n = 370,000); AID 720509, 2013;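 active = inhibition above a per-campaign cutoff: mean of compounds within control limits plus 3 SD, cut at about 15% in these data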;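 also: 0% = median of all compound wells on the plate and 100% = blocking peptide control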
* hit, by the source's call; i = inactive; nt = no result given.

Letter code – A = PLCg1 inh; B = PLCb3 inh; C = SIAE inh; D = ADAM17 inh; E = ASAP1 GAP inh; F = TDP2 absorb; G = ADAM10 inh; H = Tn7 DDE FP; I = ARFGAP1 inhibitor; J = DDE Tn6 FP inh
[1] COc1ccc(NC(=O)c2cc3n(n2)C(C(F)(F)F)CC(c2ccc(OC)cc2)N3)cc1 (stereo not drawn)
  A: -2.5; B: 1.2; C: -9.3; D: 0.1; E: -8.2; F: -9.5; G: 1.0; H: 4.2; I: -8.5; J: 8.0

[2] CC(C)CN1C(=O)[C@]2(CC(=O)N(C)C2c2ccccc2)c2cc(-n3cc(CCCC#N)nn3)ccc21 (stereo partly drawn)
  A: -0.3; B: 0.5; C: -0.2; D: -0.4; E: nt; F: -5.0; G: -7.5; H: -6.1; I: nt; J: -0.9

[3] CCOc1cc(C(=S)N2CCCC2)ccc1OC
  A: -0.5; B: 3.9; C: 7.7; D: 0.3; E: -5.7; F: 9.2; G: 6.0; H: -2.8; I: 3.2; J: 0.0

[4] COc1ccc(/C=C(\NC(=O)c2ccc(Cl)cc2)C(=O)NCC2CCCO2)cc1OC (stereo not drawn)
  A: -0.3; B: -9.9; C: 6.9; D: -2.2; E: 2.3; F: -5.8; G: -1.1; H: 1.2; I: -13.4; J: -9.4

[5] COc1cccc(CN2CCN(c3nc4nonc4nc3N3CCCCC3)CC2=O)c1
  A: 2.8; B: 2.8; C: -0.8; D: -5.2; E: -4.4; F: -5.5; G: 9.1; H: 1.5; I: 12.0; J: 1.5

[6] CCCCNc1nnc(SCC(=O)N2CCN(S(=O)(=O)c3ccc4ccccc4c3)CC2)s1
  A: 1.3; B: 1.9; C: -9.5; D: 2.4; E: 6.7; F: 3.4; G: 5.7; H: -11.9; I: 5.8; J: -0.7

[7] Cc1cc(C(=O)COC(=O)Cc2n[nH]c(=O)c3ccccc23)c(C)n1-c1cccc(C(F)(F)F)c1
  A: 1.2; B: -0.4; C: -7.7; D: 5.1; E: 10.7; F: 0.6; G: 8.7; H: 3.3; I: -9.1; J: 0.3

[8] CCC(C)(C)NC(=O)C1CCCN(S(=O)(=O)c2ccc3c(c2)CC(C)N3C(=O)C2CC2)C1 (stereo not drawn)
  A: 0.1; B: -9.7; C: 5.1; D: -0.3; E: 6.0; F: -8.0; G: -1.7; H: 2.5; I: 18.6; J: 0.3

[9] CCN1C(=O)c2cccc3c(S(=O)(=O)NC(Cc4ccccc4)C(=O)O)ccc1c23 (stereo not drawn)
  A: i; B: i; C: 2.6; D: -169.0; E: 6.3; F: 4.3; G: -443.1; H: -3.0; I: -1.8; J: 0.3

[10] COc1ccc(CCC(=O)N2CCCc3ccccc32)cc1
  A: -1.2; B: -7.6; C: 6.9; D: 0.5; E: -5.7; F: 23.1; G: 2.1; H: -0.1; I: 5.0; J: -6.0

[11] CCN(CC)S(=O)(=O)c1ccc(S(=O)(=O)N(Cc2ccccn2)Cc2ccco2)cc1
  A: 1.1; B: 3.9; C: -3.9; D: 5.3; E: -3.0; F: 3.0; G: 5.8; H: 5.8; I: 0.3; J: 1.8

[12] Cc1nn(C)cc1NC(=O)c1ccc(Br)o1
  A: 0.9; B: 6.2; C: -1.2; D: -1.4; E: 2.3; F: -5.3; G: -0.2; H: -3.5; I: -0.5; J: 6.6

[13] O=C(Cn1c(=O)sc2ccccc21)Nc1ccc(S(=O)(=O)N2CCCC2)cc1
  A: 2.2; B: -2.1; C: -6.2; D: 0.7; E: 2.1; F: -7.4; G: 8.0; H: 0.5; I: 7.2; J: 6.0

[14] CC1=CC(C)C2(CO)COC(c3cccnc3)C1C2C (stereo not drawn)
  A: 2.2; B: 2.3; C: 2.2; D: 0.4; E: -9.5; F: 10.3; G: -1.3; H: -4.4; I: -8.6; J: 2.1

[15] COc1cc(C(=O)O/N=C(\N)c2ccncc2)cc(OC)c1OC
  A: 1.4; B: 7.8; C: 6.2; D: -0.5; E: -22.2; F: -11.1; G: 11.4; H: 0.8; I: -6.9; J: -8.9

[16] O=C(COC(=O)CC12CC3CC(CC(C3)C1)C2)Nc1ncc(Cl)cc1Cl
  A: -2.0; B: -3.9; C: -3.3; D: -2.6; E: -5.6; F: -5.4; G: 1.8; H: -1.1; I: -0.5; J: -2.4

[17] CC1Sc2ccc(S(=O)(=O)N3CCC(C(=O)NCc4ccco4)CC3)cc2NC1=O (stereo not drawn)
  A: 2.7; B: -7.2; C: -0.4; D: 0.0; E: -11.0; F: -8.1; G: -1.3; H: 7.0; I: 5.7; J: -0.4

[18] CC(OC(=O)c1ccccc1NS(=O)(=O)c1cccc(C(F)(F)F)c1)C(=O)N(C)Cc1ccccc1 (stereo not drawn)
  A: -5.4; B: -0.8; C: -10.9; D: 6.2; E: -3.3; F: -5.7; G: 9.8; H: 3.5; I: 5.5; J: -3.2

[19] CC(Sc1ncccn1)C(=O)NC1CCCC1 (stereo not drawn)
  A: 1.9; B: -7.4; C: 0.6; D: -6.7; E: 8.9; F: -3.2; G: -13.0; H: 9.1; I: -11.4; J: -3.8

[20] Cc1ccc(Nc2c([N+](=O)[O-])c(=O)n(C)c3ccccc23)cc1
  A: 0.4; B: -0.1; C: 4.5; D: 0.3; E: 1.9; F: 14.9; G: -1.9; H: 6.9; I: 4.3; J: -2.4

[21] Cc1ccc(C(=O)c2ccc([N+](=O)[O-])cc2)cc1
  A: 3.8; B: -1.0; C: 2.8; D: 1.0; E: -10.4; F: -10.2; G: 9.3; H: -1.6; I: 3.3; J: 3.6

[22] CCOc1ccc(-c2c(C(=O)N/N=C/C3CCCCC3)nnn2-c2nonc2N)cc1
  A: -2.6; B: -7.5; C: -5.6; D: -1.2; E: 7.5; F: -0.3; G: -1.4; H: -1.4; I: -2.6; J: -2.5

[23] Cc1ccc(CNC(=O)Cc2ccc(-n3cccc3)cc2)cc1
  A: -2.7; B: -1.6; C: 3.7; D: -2.1; E: -1.8; F: 6.3; G: -9.0; H: -1.3; I: -5.7; J: 2.4
